Bioassay records from PubChem BioAssay.
POLI inh = qHTS for Inhibitors of Polymerase Iota; Pol iota fluorescent replication assay, 10 min; Potency, µM (highest dose often 115 µM), for inactives: at the highest dose activity, negative = inhibition, usual class: inhibitors; actives 1% (n = 390,000); AID 588590, 2011
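Pol iota at 10 nM preincubated 15 min with compounds at room temperature; reaction started with fluorescent substrate, 50 nM final. Fluorescence read kinetically at 0 and 10 min; buffer-only wells as negative control.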
BAZ2B block = qHTS Assay for Inhibitors of BAZ2B | actives 4.4% (n = 360,000) | Bromodomain adjacent to zinc finger domain protein 2B (Homo sapiens), Q9UIF8 | Potency, µM (titrated, usually from 114 µM), for the others: at the highest dose activity change, negative = inhibition, usual class: inhibitors | AlphaScreen BAZ2B-H3K14Ac peptide displacement | AID 504333, 2011; note: % is set by controls: 0 for no effect and ±100 for the full control effect; nearly all actives have a fitted effect of over 60% in size
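BAZ2B 50 nM plus b-H3(5-23)K14Ac 50 nM, PBS pH 7.4/0.01% Tween-20, 30 min RT; compound added (max 110 uM), 30 min RT; streptavidin donor/Ni-chelate acceptor beads 10 ug/mL final, 20 min dark; AlphaScreen read.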
BLM helicase inh = qHTS Assay for Inhibitors of Bloom's syndrome helicase (BLM); RecQ-like DNA helicase BLM (Homo sapiens), P54132; recombinant BLM DNA unwinding, fluorescence dequenching; Potency, µM (top dose mostly 56.1 µM), for inactives: at the highest dose activity change, negative = inhibition, most hits filed as inhibitors; actives 0.2% (n = 350,000);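 note: plate controls were vehicle for no effect and no enzyme for full effect; nearly all actives have a fitted effect of over 35% in size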
POLB inh = qHTS Assay for Inhibitors of DNA Polymerase Beta; Pol beta primer extension/strand displacement, fluorescence kinetic; Potency, µM (highest dose often 114 µM), for inactives: at the highest dose activity change, negative = inhibition, actives largely listed as inhibitors; actives 1.3% (n = 340,000); note: % is set by controls: 0 for no effect and ±100 for the full control effect
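Enzyme-only controls used 10 nM Pol beta; buffer lacking enzyme served as negative control. Compound preincubated 15 min, then 50 nM substrate added; 0 and 10 min reads at room temperature.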
Anesthetic bind = qHTS Assay for Identification of Novel General Anesthetics; apoferritin/1-aminoanthracene competitive binding, fluorescence; Potency, µM (series often up to 77.5 µM), for the others: at the top dose activity change, negative = displacement, usual class: inhibitors; actives 0.074% (n = 350,000); note: % is set by controls: 0 for no effect and ±100 for the full control effect; nearly all actives have a fitted effect of over 20% in size
Target sequence (P02791 2-175 limits assumed): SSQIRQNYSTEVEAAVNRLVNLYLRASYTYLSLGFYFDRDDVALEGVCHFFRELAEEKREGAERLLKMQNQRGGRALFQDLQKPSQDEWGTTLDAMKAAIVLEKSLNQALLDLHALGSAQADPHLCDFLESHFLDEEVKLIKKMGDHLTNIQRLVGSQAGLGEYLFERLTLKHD
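Read-out: endpoint 1-AMA fluorescence, excitation 380 nm and emission 535 nm, after compounds sit 10 min at room temperature with 10 uM horse-spleen apoferritin in 50% saturated 1-AMA/PBS. Values come from four-parameter Hill fits.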
Pol eta inh = qHTS for Inhibitors of Polymerase Eta | DNA polymerase eta (Homo sapiens), Q9Y253 | recombinant Pol eta, fluorescent DNA replication assay | Potency, µM (series often up to 114 µM), for inactives: at the highest dose activity change, negative = inhibition, usual class: inhibitors | actives 1.2% (n = 390,000) | AID 588591, 2011; note: % is set by controls: 0 for no effect and ±100 for the full control effect
Target sequence (Q9Y253 whole entry, looked up): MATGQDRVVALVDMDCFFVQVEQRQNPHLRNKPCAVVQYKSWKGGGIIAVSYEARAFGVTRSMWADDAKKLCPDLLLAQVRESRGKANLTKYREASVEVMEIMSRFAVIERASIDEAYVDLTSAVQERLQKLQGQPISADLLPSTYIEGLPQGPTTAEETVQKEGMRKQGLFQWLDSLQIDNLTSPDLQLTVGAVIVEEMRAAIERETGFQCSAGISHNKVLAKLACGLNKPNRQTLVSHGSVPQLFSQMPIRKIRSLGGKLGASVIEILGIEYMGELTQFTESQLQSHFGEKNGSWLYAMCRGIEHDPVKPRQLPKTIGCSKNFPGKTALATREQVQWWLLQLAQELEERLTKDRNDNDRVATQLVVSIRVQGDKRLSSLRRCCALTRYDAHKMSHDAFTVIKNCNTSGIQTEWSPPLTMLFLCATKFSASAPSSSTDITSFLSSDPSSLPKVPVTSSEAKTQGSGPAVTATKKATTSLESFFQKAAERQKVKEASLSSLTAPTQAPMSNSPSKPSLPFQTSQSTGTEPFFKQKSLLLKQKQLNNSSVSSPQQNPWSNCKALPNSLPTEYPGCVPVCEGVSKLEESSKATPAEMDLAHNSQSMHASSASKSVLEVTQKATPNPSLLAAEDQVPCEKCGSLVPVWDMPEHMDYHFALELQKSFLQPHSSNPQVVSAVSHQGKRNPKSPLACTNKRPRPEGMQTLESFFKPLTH
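Pol eta (10 nM) was preincubated with compounds for 15 min at room temperature, after which fluorescent replication substrate (50 nM final) was added to start the reaction. Fluorescence was read kinetically at 0 and 10 min.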
G9a block = qHTS Assay for Inhibitors of Histone Lysine Methyltransferase G9a | Histone-lysine N-methyltransferase EHMT2 (Homo sapiens), Q96KQ7 | G9a H3K9 monomethylation, AlphaScreen, 2 h | Potency, µM (doses to about 102 µM), inactives show at the top dose activity, negative = inhibition, most hits filed as inhibitors | actives 8.8% (n = 350,000) | AID 504332, 2011; note: % is set by controls: 0 for no effect and ±100 for the full control effect; nearly all actives have a fitted effect of over 75% in size
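Compounds were preincubated with 20 nM G9a for 15 min, after which biotinylated H3K9 peptide (500 nM) and SAM (20 uM) started a 2 h room-temperature reaction. Monomethylated product was quantified by antibody-based AlphaScreen chemiluminescence.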
APEX1 inh = qHTS Assay for Inhibitors of the Human Apurinic/apyrimidinic Endonuclease 1 (APE1). recombinant APE1, TAMRA/BHQ-2 abasic DNA cleavage fluorescence. Potency, µM (highest dose often 65.8 µM), inactives show at the highest dose activity change, negative = inhibition, hits mostly inhibitors. actives 0.35% (n = 350,000). AID 2517, 2012;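 note: plate controls were vehicle for no effect and reference inhibitor for full effect; nearly all actives have a fitted effect of over 55% in size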
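Endonuclease cleavage of a quenched abasic-site DNA duplex (50 nM) by APE1 (0.75 nM) was tracked by TAMRA dequenching. Compounds were preincubated with enzyme 15 min at room temperature; data normalized to buffer-only and DMSO wells plus NSC13755 control.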
Pol kappa inh = qHTS for Inhibitors of Polymerase Kappa. purified Pol kappa, fluorescent DNA synthesis assay, 10 min. actives 0.53% (n = 400,000). DNA polymerase kappa (Homo sapiens), Q9UBT6. AID 588579, 2011. Potency, µM (doses to about 107 µM), without a hit: at the highest dose activity, negative = inhibition, most hits filed as inhibitors; note: % is set by controls: 0 for no effect and ±100 for the full control effect
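Kinetic fluorescence screen: compound preincubated 15 min RT with 10 nM enzyme; 50 nM substrate (final) initiates; reads at 0/10 min.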
Starred values were filed as active, the others as inactive; ? = inconclusive; nt = not tested or not shown; & = joins results of further samples; [ ] = another dose, or the depositor's remark. Calls come from the whole dose curve; as a rule, active = well fitted curve in the direction sought with a large enough effect; inconclusive = small, poorly fitted or top-dose-only effect, or another doubt; inactive = no such curve, though single readings can be large; an effect the other way counts as inactive or inconclusive. Potency is the fitted concentration of half-maximal effect. A portion of the library; rates above refer to the full screens.

| Compound | POLI inh | G9a block | Anesthetic bind | APEX1 inh | Pol eta inh | POLB inh | BLM helicase inh | BAZ2B block | Pol kappa inh |
| --- | --- | --- | --- | --- | --- | --- | --- | --- | --- |
| COc1ccc2nc3ccccc3nc2c1NC(=O)c1ccc(Br)cc1 | -5% | -6%[59 µM] | 7% | 1% | ? | 4% | -1% | 6% | 0% |
| Cc1cc(SCC(=O)NC(=O)c2cccn2C)nc2ccccc12 | 14% | 50µM* | 9% | 0% | -10% | -7% | 0% | ? | -8% |
| O=C(NC1CCCCC1)c1cccc2c1C(=O)c1ccc(-c3ccc(OC(F)(F)F)cc3)cc1S2(=O)=O | 16% | nt | nt | -6% | -2% | nt | nt | nt | -14% |
| Cc1ccc(-c2cc3c(N4CCN(c5cc(C)ccc5C)CC4)nccn3n2)cc1 | -4% | ? | -12% | nt | -5% | -16% | -6% | ? | -19% |
| CC(C)(C)N(Cc1ccccc1)C(=O)CN1C(=O)c2ccccc2C1=O | 10% | 32% | -3% | -5% | -4% | -1% | 2% | 12% | 0% |
| CC(=O)N1CCN(c2ccccc2NC(=O)COc2cc(C)ccc2C(C)C)CC1 | 9% | -2%[12.7 µM] | -9% | -2% | ? | ? | -1% | 1% | -14% |
| COCc1cc(C)n(CC(=O)Nc2ccc(N3CCOCC3)cc2)c(=O)c1C#N | 27% | -43% | nt | 48% | -14% | nt | nt | -1% | -3% |
| COc1ccc(N2CC(C(=O)OCC(=O)c3ccccc3)CC2=O)cc1 (configuration not stated) | 9% | -4% | -23% | 10% | 12% | 24% | -2% | 3% | 1% |
| Cc1nn2c(=O)c3c4c(sc3nc2n1-c1ccccc1)COC(C)(C)C4 | -18% | -29% | 22% | -1% | -7% | -1% | -7% | -35% | -9% |
| CC(=O)Nc1ccc(NS(=O)(=O)c2ccc3[nH]c4c(c3c2)CCCCC4)cc1 | 4% | -32%[59 µM] | -19% | nt | -5% | 21% | 0% | 14%[57.1 µM] | 1% |
| COC(=O)[C@@]1(Cc2ccccc2)C=C[C@@H](C)N1C(C)=O | 8% | nt | 3% | 0% | -4% | nt | -1% | nt | -20% |
| O=C(NCc1cccnc1)NC(C(F)(F)F)C(F)(F)F | 21% | 11% | -4% | 3% | -17% | -19% | -1% | 6% | -3% |
| Cc1ccc(NC(=O)C(c2ccccc2)N2CCN(C(=O)c3ccco3)CC2)cc1Cl (configuration not stated) | ? | -2%[12.7 µM] | nt | 5% | -16% | nt | nt | -26% | 9% |
| CCOC(=O)c1nc2ccccc2s1 | -5% | 10%[59 µM] | -21% | 2% | -11% | 3% | -2% | 10% | 6% |
| Cc1cccc(NC(=O)CN(c2ccc(F)cc2)S(C)(=O)=O)c1 | -13% | ? | -24% | 12% | -7% | -12% | -11% | -25% | -7% |
| O=C(N/N=C/c1cc([N+](=O)[O-])ccc1O)c1ccc(COc2ccc3c(c2)CCC3)o1 | 38%[activator] | nt | -5% | 0% | 1% | 22% | -5% | 45µM* | -8% |
| Cc1cccc(/C(N)=N/OC(=O)COc2ccccc2Cl)c1 | 2% | 75%[activator] | -1% | 1% | -18% | 4% | -2% | 418%[activator] | -3% |
| COc1cccc(N2C(=O)CSC23C(=O)N(CC(=O)Nc2cc(C)ccc2C)c2ccccc23)c1 (configuration not stated) | 21% | -20%[59 µM] | -10% | nt | -21% | 16% | -7% | 8%[57.1 µM] | -3% |
| CCOc1ccc(C2CC(c3ccccc3)Nc3nc(N)nn32)cc1 (configuration not stated) | 8% | 10%[59 µM] | -2% | 8% | 1% | 27% | -1% | 10% | 1% |
| CC(C)(C)NC(=O)/C(=C/c1cccnc1)NC(=O)c1ccco1 | 38%[activator] | 9% | -8% | 4% | -21% | 15% | 1% | 4% | -3% |
| Cc1ccc(/C=N/NC(=O)c2ccoc2C)s1 | 4% | 2%[59 µM] | -10% | 13% | -1% | -1% | 3% | -2% | -6% |
| CCCCNCc1cc(Br)c(OCc2cccs2)c(OC)c1 | 3% | -3%[12.7 µM] | -16% | 1% | -19% | 27% | -11% | -7% | 3% |
| N#Cc1cnn2c3c(cnc12)C(=O)N1CCc2ccccc2C1C3 (configuration not stated) | 91%[activator] | ? | 3% | -3% | 9% | 0% | -2% | -15% | -19% |
| CCOC(=O)c1sc2ncn(C(CC)C(=O)OC)c(=O)c2c1C (configuration not stated) | 39%[activator] | 12%[59 µM] | -13% | 12% | -17% | 23% | -2% | -5% | 2% |
| Cc1cccc(CNC(=O)Cn2nc(C)n3c(cc4cc(F)ccc43)c2=O)c1 | 17% | 7%[59 µM] | -6% | nt | -9% | 38% | -2% | 2% | -5% |

Sorted by molar mass (ascending): 3 of the compounds above.
| Compound | POLI inh | G9a block | Anesthetic bind | APEX1 inh | Pol eta inh | POLB inh | BLM helicase inh | BAZ2B block | Pol kappa inh |
| --- | --- | --- | --- | --- | --- | --- | --- | --- | --- |
| Cc1ccc(/C=N/NC(=O)c2ccoc2C)s1 | 4% | 2%[59 µM] | -10% | 13% | -1% | -1% | 3% | -2% | -6% |
| CCOc1ccc(C2CC(c3ccccc3)Nc3nc(N)nn32)cc1 (configuration not stated) | 8% | 10%[59 µM] | -2% | 8% | 1% | 27% | -1% | 10% | 1% |
| COCc1cc(C)n(CC(=O)Nc2ccc(N3CCOCC3)cc2)c(=O)c1C#N | 27% | -43% | nt | 48% | -14% | nt | nt | -1% | -3% |

Later entries.
| Compound | POLI inh | G9a block | Anesthetic bind | APEX1 inh | Pol eta inh | POLB inh | BLM helicase inh | BAZ2B block | Pol kappa inh |
| --- | --- | --- | --- | --- | --- | --- | --- | --- | --- |
| O=C(CC(=O)Nc1ccc(Br)cc1)Nc1ccc(Br)cc1 | -9% | 11% | -7% | 19% | -11% | 12% | 0% | -1% | -5% |
| CCOC(=O)N1CCN(C(=O)CN2C(=O)COc3ccc(C(C)(C)C)cc32)CC1 | 5% | ? | -15% | -8% | -3% | 56% | 1% | 38% | -5% |
| CC(C)Cc1nnc(NC(=O)CCC(=O)NCCc2ccc(Cl)cc2)s1 | 11% | -2% | 5% | 25% | 0% | 14% | -1% | 2% | -9% |
| Cc1ccccc1-c1cc(C(=O)NCc2cccc(Br)c2)n(CC2CC(c3cccnc3)=NO2)n1 (configuration not stated) | ? | nt | nt | -10% | -1% | nt | nt | nt | -9% |
| CCC(=O)NCc1nc2ccccc2n1Cc1ccccc1F | 18% | 2%[59 µM] | -6% | -3% | -9% | 45% | -1% | -7% | -3% |
| COc1ccc(C(O)c2nccc3cc(OC)c(OC)cc23)cc1OC (configuration not stated) | 191%[activator] | 3.5µM* | -6% | -11% | -2% | 6% | -11% | 56µM* | -8% |
| Cc1nc2ccc(NC(=O)c3cncc(Br)c3)cc2s1 | 49%[activator] | 3%[12.7 µM] | -4% | -4% | -21% | 12% | -3% | ? | -8% |
| COC(=O)CC1C(=O)NCCN1C(=O)c1c(F)cccc1F (configuration not stated) | -9% | 12% | 3% | 38% | -15% | 43% | -4% | -9% | 2% |
| O=C(NC1CCC(=O)N(CCOc2ccccc2)CC1)OCc1ccccc1 (configuration not stated) | -2%&14% | 11% | -10% | 38% | 9% | -24% | 0% | -10% | 5%&-7% |
| CCOC(=O)C1(C)NC(c2cccs2)C2C(=O)N(c3ccccc3)C(=O)C21 (configuration not stated) | 64%[activator] | 8% | -8% | -1% | -7% | 5% | -5% | -15% | -8% |
| O=C1C2C3C=CC(C3)C2C(=O)N1c1ccccc1OS(=O)(=O)c1ccccc1 (configuration not stated) | 24% | 24%[59 µM] | 1% | 1% | -18% | 12% | -2% | 12% | 1% |
| N#CCC(=N)N1CCN(c2ccccc2Cl)CC1 | 27% | -2%[59 µM] | 2% | -7% | -15% | -1% | -3% | 8% | -3% |
| CC(C)CC(=O)NNC(=O)c1ccc(Cl)cc1 | 13% | 9% | -3% | 4% | 2% | -27% | 2% | -15% | -14% |
| Cc1cc(C)n(-c2nc3cc(Cl)c(Cl)cc3nc2Nc2ccc(F)cc2C)n1 | 46%[activator] | 1%[59 µM] | 3% | nt | 4% | 0% | -1% | 4% | 8% |
| COc1cc2c(cc1OC)C(c1ccc(Cl)cc1)=NCC2 | 70%[activator] | 3% | -8% | -4% | -19% | -2% | 1% | -4% | -5% |
| CCC(c1nnnn1Cc1ccc2c(c1)OCO2)N1CCN(CC)CC1 (configuration not stated) | 11% | 3% | -8% | 1% | -6% | -7% | 2% | -38% | -6% |
| CCN(CC)CCSc1c(C(C)C)cnc2c1c(=O)n(C)c(=O)n2C | -6% | -44%[59 µM] | 4% | nt | -3% | 23% | 0% | -1% | -2%[60.1 µM] |
| Cc1ccc(C)c(-n2c(-c3ccc4c(c3)OCO4)n[nH]c2=S)c1 | 5% | 4µM* | -23% | -4% | -4% | 2% | 1% | ? | -12% |
| O=C(CC(c1cccs1)N1Cc2ccccc2C1=O)Nc1ccccc1F (configuration not stated) | 6% | -6%[59 µM] | 5% | nt | -6% | -20% | 0% | -6% | -8% |
| COc1ccc(N2CC(C(=O)N/N=C/c3cc([N+](=O)[O-])ccc3O)CC2=O)cc1 (configuration not stated) | 20% | -37% | -12% | 4% | -17% | -13% | -7% | 35µM* | 2% |
| COc1ccccc1NC(=O)C1CC(O)CN1C(=O)Oc1ccccc1 (configuration not stated) | 28% | -48% | -4% | 51% | -11% | 38% | 0% | -2% | 3% |
| COc1ccccc1NC(=O)C(=O)NCCC1CCCCN1S(=O)(=O)c1ccc(F)cc1 (configuration not stated) | 1% | -9% | nt | 13% | -15% | nt | nt | 11% | -13% |
| COc1cccc(CNC(=O)CCS(=O)(=O)c2ccc3c(c2)CC(C)N3C(=O)C2CC2)c1 (configuration not stated) | 2%&23% | 13% | 3%&-11% | 47% | -20%&-10% | -21%&-1% | 0%&-2% | -4%[57.1 µM] | 3%&0% |
